Assay outcomes from PubChem BioAssay.
MCF10A rereplic: A quantitative high throughput screen for small molecules that induce DNA re-replication in MCF 10a normal breast cells; MCF 10A DNA re-replication, Hoechst nuclear intensity, 48 h; Potency, µM (titrated, usually from 46.1 µM), inactives show at the highest dose activity, positive = re-replication, most hits filed as activators; hit rate 2.9% among 350,000; note: potency is the fitted concentration of half-maximal effect; % of control where 0% means no effect; nearly all actives have a fitted effect of over 50% in size
SW480 rereplic: A quantitative high throughput screen for small molecules that induce DNA re-replication in SW480 colon adenocarcinoma cells. SW480 DNA re-replication, Hoechst DNA content imaging, 48 h. Potency, µM (series often up to 46.1 µM), inactives show at the top dose re-replication activation, most hits filed as activators. hit rate 1.8% among 340,000. AID 624297, 2012; note: potency is the fitted concentration of half-maximal effect; % of control where 0% means no effect; nearly all actives have a fitted effect of over 55% in size
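250 cells/well; 23 nL cpd via pin tool; 48 hr, 37 C, 5% CO2; Hoechst 40 min; imager read of total nuclear intensity, ex 405/em 500-530 nm.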
HT1080 IDH1KD tx: qHTS for induction of synthetic lethality in tumor cells producing 2HG: qHTS for the HT-1080-IDH1KD cell line; HT-1080 IDH1 knockdown viability, ATP luminescence, 48 h; Potency, µM (titrated, usually from 46.1 µM), without a hit: at the highest dose activity, negative = toxicity, actives largely listed as cytotoxic; hit rate 2% among 360,000; AID 686971, 2013;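 note: potency is the fitted concentration of half-maximal effect; 0% = DMSO wells and -100% = cell-free medium wells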
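After a 2 h attachment period, IDH1KD HT-1080 cells took pin-transferred compound for 48 h at 37 °C; ATP-based luminescence after 10 min room-temperature reagent incubation reported viability.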
HT1080NT lethal: qHTS for induction of synthetic lethality in tumor cells producing 2HG: qHTS for the HT-1080-NT fibrosarcoma cell line | HT-1080-NT fibrosarcoma viability, CellTiter-Glo ATP luminescence, 48 h | hit rate 1.6% among 360,000 | Potency, µM (series often up to 46.1 µM), without a hit: top-dose activity, negative = less viability, actives largely listed as cytotoxic | AID 686970, 2013;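 note: NT is the 2HG producing partner of a matched IDH1 knockdown line; potency is the fitted concentration of half-maximal effect; 0% = DMSO-treated cells and -100% = media-only wells without cells; nearly all actives have a fitted effect of over 55% in size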
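750 cells/well, RPMI + 5% FBS; 2 h settle, compound pin-transfer, 48 h at 37 degrees C. CellTiter-Glo 10 min RT, luminescence. Normalized to DMSO and media-only wells.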
GLP1R cytotox: qHTS of GLP-1 Receptor Inverse Agonists: Cytotox Screen | HEK293 cAMP-luciferase reporter cells, luminescence, 24 h | Potency, µM (top dose mostly 38.3 µM), for inactives: top-dose activity change, negative = inhibition, usual class: inhibitors | hit rate 0.13% among 410,000 | AID 624418, 2012;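 note: loss of luciferase light is scored as toxicity; potency is the fitted concentration of half-maximal effect; % is set by controls: 0 for no effect and ±100 for the full control effect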
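Here, cytotoxicity is scored as loss of luminescence. The MLSMR collection was tested on cells seeded in medium containing 10% Nu serum, with a 24 hr compound exposure preceded by 12 hours of culture.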
DRD3 agonist: qHTS of D3 Dopamine Receptor Agonist: qHTS | AID 652048, 2013 | D(3) dopamine receptor (Homo sapiens), P35462 | max activation, % | hit rate 0.58% among 410,000 | D3R DiscoveRx beta-arrestin cells, luminescence, 90 min; in the data active = max activation above about 30%; note: 0% is about no effect; mostly tested at two doses, the higher about 12 µM
Target sequence (P35462 whole entry, looked up): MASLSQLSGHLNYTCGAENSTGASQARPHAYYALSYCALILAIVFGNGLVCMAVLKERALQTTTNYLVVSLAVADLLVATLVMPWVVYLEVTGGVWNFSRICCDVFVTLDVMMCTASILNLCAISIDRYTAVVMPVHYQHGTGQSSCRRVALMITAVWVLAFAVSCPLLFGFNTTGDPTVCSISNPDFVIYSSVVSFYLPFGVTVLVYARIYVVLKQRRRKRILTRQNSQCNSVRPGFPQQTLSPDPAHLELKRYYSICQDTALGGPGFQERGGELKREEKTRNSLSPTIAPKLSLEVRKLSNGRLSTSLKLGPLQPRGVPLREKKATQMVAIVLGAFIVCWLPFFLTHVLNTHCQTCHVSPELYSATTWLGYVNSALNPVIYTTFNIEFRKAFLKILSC
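Cells at 1500/well, incubated overnight, then treated with pinned compounds (dopamine as control) for 90 min at 37 degrees C. DiscoveRx reagent added for 30 - 60 minutes at room temperature; luminescence read.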
IL1B secr inh: qHTS for Inhibitors of Inflammasome Signaling: IL-1-beta AlphaLISA Primary Screen | THP-1 LPS/ATP IL-1B secretion, AlphaLISA, 16 h; active compounds read low | AID 743279, 2014 | hit rate 4.7% among 360,000 | activity change, % at 57.5 µM; in the data active = activity change below about -50%; inconclusive = mostly about -30% to -49%; note: % is set by controls: 0 for no effect and ±100 for the full control effect
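Secreted IL-1B measured by AlphaLISA bead assay after 16 h compound exposure of THP-1 cells; compounds (final up to 57.5 uM) added 1 h before LPS (250 ng/mL) and ATP (1.25 mM) stimulation; lower signal means less secretion.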
KB-3-1 cytotox: qHTS assay for MDR1-selective chemotherapeutics: Primary screen using the parental adenocarcinoma cell KB-3-1. Potency, µM (series often up to 46.1 µM), for the others: at the highest dose activity change, negative = cytotoxic, usual class: cytotoxic. KB-3-1 viability, CellTiter-Glo ATP luminescence, 72 h. hit rate 1.4% among 400,000; note: potency is the fitted concentration of half-maximal effect; % is set by controls: 0 for no effect and ±100 for the full control effect; nearly all actives have a fitted effect of over 60% in size
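KB-3-1 cells, DMEM (no phenol red) + 10% FBS; compound by pin transfer, 72 h, 37 °C. Readout: CellTiter-Glo luminescence after 10 min. Data normalized, curve-fitted.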
KB-V1 cytotox: qHTS assay for MDR1-selective chemotherapeutics: Primary screen using the drug-selected MDR subline cells KB-V1; AID 1347076, 2019; KB-V1 MDR cells viability, CellTiter-Glo, 72 h; Potency, µM (titrated, usually from 46.1 µM), without a hit: top-dose activity change, negative = cytotoxicity, hits mostly cytotoxic; hit rate 3.4% among 400,000; note: potency is the fitted concentration of half-maximal effect; % is set by controls: 0 for no effect and ±100 for the full control effect; nearly all actives have a fitted effect of over 60% in size
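Cytotoxicity via CellTiter-Glo luminescence after 72 h compound exposure at 37 degrees C. Cells: drug-selected KB-V1 line, DMEM phenol-red free plus 10% FBS. Compounds tested at multiple concentrations; normalized data fitted to concentration-effect curves.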
Numbers without * were called inactive; ? = inconclusive; . = no result given; & = joins results of further samples; [ ] = remark or other dose. Unless noted, calls come from the whole dose curve; as a rule, active = well fitted curve in the direction sought with a large enough effect; inconclusive = small, poorly fitted or top-dose-only effect, or another doubt; inactive = no such curve, though single readings can be large; an effect the other way counts as inactive or inconclusive.

SMILES | MCF10A rereplic | SW480 rereplic | HT1080 IDH1KD tx | HT1080NT lethal | GLP1R cytotox | DRD3 agonist | IL1B secr inh | KB-3-1 cytotox | KB-V1 cytotox
CC(C)=C1C2CC2C2C(C(=O)O)C12 (stereo not given) | -6% | 2% | -3% | 1% | -3% | -5 | 9 | 2% | 2%
CCOc1ccc(-c2nn[nH]n2)cc1 | 0% | -4% | 3% | 2% | -17% | 2 | 10 | 14% | 15%
COc1ccccc1NC(=O)NC1(C(=O)N2CCCCCC2)CCCCC1 | 0% | 1% | -2% | -1% | 6% | -3 | -4 | 1% | -2%
CCOC(=O)C1=C(C)NC(=O)NC1c1cc(C)sc1C (stereo not given) | 10% | 2% | -2% | -2% | 9% | 2 | -13 | -12% | -4%
O=C(NCCOC(=O)c1ccccc1)c1ccccc1 | 2% | -1% | 0% | 10% | -15% | -4 | 0 | 3% | 15%
CCC(C)(C)n1nnnc1C(c1cc2cc(C)cc(C)c2[nH]c1=O)N1CCN(Cc2ccc3c(c2)OCO3)CC1 (stereo not given) | 3% | 0% | -12% | -2% | 18% | -12 | -10 | -4% | ?
Cc1ccsc1C(=O)OCC(=O)N1CCOCC1 | -19% | -22%[9.22 µM] | -1% | -1% | -4% | -6 | 12 | -7% | 1%
Oc1ccc(CNc2ccc(F)cc2)c2cccnc12 | 23µM* | ? | 18µM* | 18µM* | 14% | 3 | -3 | ? | -9%
Cc1noc(N)c1C(=O)Nc1ccc(F)c(Cl)c1 | 0% | -6% | 7% | 1% | 8% | -9 | -12 | 6% | 20%
O=C(NCc1ccco1)C1CC(c2ccc(Cl)cc2)=NO1 (stereo not given) | ? | 25% | -9% | -24% | ? | -7 | 13 | -11% | 4%
COc1cc2c(cc1OC)CN(C(=S)Nc1ccc(C)cc1C)CC2 | -1% | . | 4% | 12% | -15% | 1 | -4 | 0% | -19%
Cc1ccc(NC(=O)c2cc(-c3cccs3)nc3ccccc23)nc1 | 22% | 20% | 21µM* | ? | -33% | 7 | ? | ? | ?
CN(C)CCNC(=O)c1ccc2c(=O)n(Cc3ccc(Cl)cc3)c(=S)[nH]c2c1 | ? | 23µM* | ? | 23µM* | ? | 1 | -63* | 2% | 17%
O=S(=O)(Nc1cccc(-n2cnnn2)c1)c1ccc(Cl)cc1 | 26% | ? | -3% | -18% | 0% | -11 | 23 | 5% | -2%
O=C(Nc1cccc(F)c1)Nc1nnc([C@@H]2C[C@H](O)[C@@H](CO)O2)s1 | . | . | 7% | 14% | 2% | 4 | 9 | 0% | 5%
CN(C)C(CNC(=O)Cc1cccc(C(F)(F)F)c1)c1ccco1 (stereo not given) | 16% | -12% | 1% | -5% | 4% | -8 | -1 | -2% | -18%
COc1ccc(-c2cnc(C(O)c3ccc(CN4CCCCC4)cc3)[nH]2)cc1 (stereo not given) | . | . | -22% | -8% | 2% | -14 | -14 | 15% | -5%
N=C1/C(=C/c2cccs2)C(=O)N=C2SN=C(SCc3ccccc3)N12 | ? | -5% | -10% | -2% | -22% | -3 | 16 | ? | 23µM*
O=S(=O)(CC(CN1CCOCC1)N1CCOCC1)c1ccccc1 (stereo not given) | -10% | 6% | 10% | 18% | 2% | -4 | 0 | 4% | 38%
CC[n+]1c(/C=C/c2ccc(OC)c(OC)c2)ccc2ccccc21 | 18% | -2% | 5% | 11% | -1% | 1 | 16 | -25% | 17%
Cn1cc(-c2ccccc2C(=O)O)c(=O)c2ccccc21 | -1% | -1% | -5% | -4% | 1% | -3 | 2 | -4% | -9%
O=S1(=O)N[C@@H](CC2CCCCC2)COc2cc(Br)ccc21 | ? | 4% | -29% | ? | 2% | -15 | 8 | -4% | -13%
Cc1ccc(Cl)cc1-n1ncc2c(NC3CCCCC3)ncnc21 | . | . | . | . | -9% | -20 | . | ? | ?
Cn1cc(CN2CCC(C(=O)N3CCCCC3)CC2)c(-c2ccccc2F)n1 | 17% | 8% | -10% | -4% | -22% | 2 | -7 | -8% | -24%
CCN(CC)C(=S)Nc1ccc(C(=O)OC)cc1 | -7% | -3% | 5% | 0% | 0% | -1 | 14 | 26% | 0%
CCn1c2ccccc2c2cc(NC(=O)CSc3nccc(=O)[nH]3)ccc21 | 12% | 2% | ? | -3% | -1%[7.66 µM] | 1 | 0 | 3% | -15%
Cc1ccc2nc(S(=O)(=O)O)[nH]c2c1 | 1% | -1% | 1% | 12% | -5% | 1 | 15 | -1% | 23%
COC(=O)C[C@H]1c2cc(F)ccc2S(=O)(=O)N1c1ccccc1 | -1% | 1% | -1% | -2% | 3% | -1 | 24 | 35%&4% | 8%&-16%
N#CCOC(=O)C1CSC2(c3ccc(Br)cc3)CCC(=O)N12 (stereo not given) | ? | -5% | 0% | -2% | 0% | 14 | -10 | -1% | ?
COc1ccc(CNC(=O)CCc2c(C)c3cc4c(C)coc4cc3oc2=O)cc1 | . | . | . | . | 13% | -13 | . | 14% | 0%

Part of the list above in order of SMILES length, low to high:
SMILES | MCF10A rereplic | SW480 rereplic | HT1080 IDH1KD tx | HT1080NT lethal | GLP1R cytotox | DRD3 agonist | IL1B secr inh | KB-3-1 cytotox | KB-V1 cytotox
CCN(CC)C(=S)Nc1ccc(C(=O)OC)cc1 | -7% | -3% | 5% | 0% | 0% | -1 | 14 | 26% | 0%
Cc1noc(N)c1C(=O)Nc1ccc(F)c(Cl)c1 | 0% | -6% | 7% | 1% | 8% | -9 | -12 | 6% | 20%
O=S(=O)(CC(CN1CCOCC1)N1CCOCC1)c1ccccc1 (stereo not given) | -10% | 6% | 10% | 18% | 2% | -4 | 0 | 4% | 38%
N#CCOC(=O)C1CSC2(c3ccc(Br)cc3)CCC(=O)N12 (stereo not given) | ? | -5% | 0% | -2% | 0% | 14 | -10 | -1% | ?
Cc1ccc(NC(=O)c2cc(-c3cccs3)nc3ccccc23)nc1 | 22% | 20% | 21µM* | ? | -33% | 7 | ? | ? | ?
CC[n+]1c(/C=C/c2ccc(OC)c(OC)c2)ccc2ccccc21 | 18% | -2% | 5% | 11% | -1% | 1 | 16 | -25% | 17%
Cn1cc(CN2CCC(C(=O)N3CCCCC3)CC2)c(-c2ccccc2F)n1 | 17% | 8% | -10% | -4% | -22% | 2 | -7 | -8% | -24%
COc1ccc(CNC(=O)CCc2c(C)c3cc4c(C)coc4cc3oc2=O)cc1 | . | . | . | . | 13% | -13 | . | 14% | 0%
O=C(Nc1cccc(F)c1)Nc1nnc([C@@H]2C[C@H](O)[C@@H](CO)O2)s1 | . | . | 7% | 14% | 2% | 4 | 9 | 0% | 5%
CCC(C)(C)n1nnnc1C(c1cc2cc(C)cc(C)c2[nH]c1=O)N1CCN(Cc2ccc3c(c2)OCO3)CC1 (stereo not given) | 3% | 0% | -12% | -2% | 18% | -12 | -10 | -4% | ?

Next part.
SMILES | MCF10A rereplic | SW480 rereplic | HT1080 IDH1KD tx | HT1080NT lethal | GLP1R cytotox | DRD3 agonist | IL1B secr inh | KB-3-1 cytotox | KB-V1 cytotox
CC(NC(=O)C1CCN(C(=O)N2CCOc3ccccc32)CC1)c1ccccc1 (stereo not given) | . | . | . | . | -3% | 8 | . | 5% | -4%
CCOC(=O)C1=CCN(S(=O)(=O)c2ccc(C)cc2)C1c1ccccc1 (stereo not given) | . | . | 1% | -2% | 2% | -1 | 23 | 0% | 12%
COc1ccc(CNC(=O)C2CCCN(S(=O)(=O)c3c(C)nn(C)c3C)C2)cc1 (stereo not given) | -1% | -14% | 3% | 28% | 2% | 0 | 13 | -2% | -7%
NC(=O)c1c(NC(=O)CN2CCCC2)sc2c1CCCC2 | 26% | ? | 20% | 18% | -20% | -2 | -3 | -1% | -30%
CCOc1cccc(/C=C/c2ccc3cccc(O)c3n2)c1OC | 14% | 10% | ? | ? | 11% | -24 | 27 | ? | 0%
COc1cccc(/C=N/NC(=O)CSc2ccccc2C)c1O | ? | ? | 26µM* | ? | ? | -1 | 46 | ? | 6.5µM*
CC(C(=O)Nc1ccc2c(c1)OCCO2)N(C)CC(=O)Nc1ccccc1Br (stereo not given) | 1% | -13% | 9% | 5% | -5% | -2 | -9 | 6% | ?
COc1ccc(CNC(=O)CN(C)c2nn3c(=O)cc(C)nc3s2)cc1 | . | . | . | . | 5% | 1 | . | 8% | 6%
COc1ccc(C(=O)OCCN2CCCCC2)cc1 | -7% | -6% | 0% | 9% | -12% | -11 | -2 | -1% | 7%
CC(=O)Nc1ccc(NC(=O)CSc2ccc3nnc(CCNS(=O)(=O)c4ccc(C)cc4)n3n2)cc1 | -1% | -4% | -4% | 0% | 6% | -3 | 15 | 26% | ?
O=C(NCc1c[nH]c2ccccc12)c1ccccc1 | 4% | -11% | -1% | -4% | -1% | 4 | 5 | -19% | 6%
COc1ccc(NC(=O)c2ccccc2SC)c(OC)c1 | 2% | -6% | ? | ? | 14% | -1 | -21 | 22% | ?
CCN1CCCC1CNC(=O)C(=O)Nc1ccccc1OC (stereo not given) | ? | -17% | -4% | -1% | 5% | -10 | 10 | 1% | -18%
N#CC(C(=O)NC1CCCCC1)c1nc2ccccc2nc1N1CCN(c2ccccc2F)CC1 (stereo not given) | ? | 1% | 4% | 6% | -4% | 4 | -9 | 6% | 0%
